# FLuc inh counter: firefly luciferase enzyme inhibitors, primary screen, artefact control for luciferase-based inhibitor screens, biochemical, luminescence, ATPLite; 10 min; Luciferin 4-monooxygenase (Photinus pyralis), P08659; actives 1.5% (n = 200,000); inhibition, % at 10 µM;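 active = inhibition above about 50% when tested at 10 µM, limit read from the data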
# Target sequence (P08659 whole entry, looked up): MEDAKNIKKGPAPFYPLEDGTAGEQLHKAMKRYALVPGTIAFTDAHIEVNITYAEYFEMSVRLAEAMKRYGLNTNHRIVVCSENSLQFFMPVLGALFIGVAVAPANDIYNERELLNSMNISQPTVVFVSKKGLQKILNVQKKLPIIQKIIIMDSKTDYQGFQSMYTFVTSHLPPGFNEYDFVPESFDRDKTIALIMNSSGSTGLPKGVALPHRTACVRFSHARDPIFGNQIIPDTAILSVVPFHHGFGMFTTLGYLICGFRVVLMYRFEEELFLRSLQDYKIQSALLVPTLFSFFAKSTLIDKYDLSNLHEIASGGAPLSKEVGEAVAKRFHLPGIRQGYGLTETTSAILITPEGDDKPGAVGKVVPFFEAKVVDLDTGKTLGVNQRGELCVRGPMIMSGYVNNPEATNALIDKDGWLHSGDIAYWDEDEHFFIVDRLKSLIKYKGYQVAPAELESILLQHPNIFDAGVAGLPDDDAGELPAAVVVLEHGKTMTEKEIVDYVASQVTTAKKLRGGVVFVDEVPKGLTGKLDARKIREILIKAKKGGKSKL
# NF-kB expr up: activators of NF-kB expression in neurons, primary screen, cell-based, HTS; fold change at 12.5 µM; actives 1.6% (n = 190,000); AID 1239, 2008; human neuronal cells, NF-kB reporter expression; hits give high values; in the data active = fold change above about 3.3
# APP 5'UTR act: activators of APP 5'UTR luciferase reporter, primary screen, SH-SY5Y cells; SH-SY5Y APP 5'UTR luciferase reporter, luminescence; zero percent = DMSO vehicle wells; activation, % at 2 µM; actives 1% (n = 190,000); AID 1276, 2008;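 active = activation above a set limit, based on mean plus 3 SD of controls, cut at about 140% in these data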; also: values of inactives mirror those of a sister screen read the other way
# TNAP inh hiacc: human TNAP enzyme inhibitors, primary screen, biochemical, luminescent, high phosphate acceptor level, uHTS | purified TNAP, CDP-star luminescence, 1 M DEA | inhibition, % at 20 µM | actives 0.03% (n = 200,000);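 active = over 50% inhibition of tissue-nonspecific alkaline phosphatase at 20 µM in the single-dose screen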;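 also: plate controls were DMSO wells for no effect and EDTA-quenched wells as full inhibition for full effect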
# Target sequence (P05186 whole entry, looked up): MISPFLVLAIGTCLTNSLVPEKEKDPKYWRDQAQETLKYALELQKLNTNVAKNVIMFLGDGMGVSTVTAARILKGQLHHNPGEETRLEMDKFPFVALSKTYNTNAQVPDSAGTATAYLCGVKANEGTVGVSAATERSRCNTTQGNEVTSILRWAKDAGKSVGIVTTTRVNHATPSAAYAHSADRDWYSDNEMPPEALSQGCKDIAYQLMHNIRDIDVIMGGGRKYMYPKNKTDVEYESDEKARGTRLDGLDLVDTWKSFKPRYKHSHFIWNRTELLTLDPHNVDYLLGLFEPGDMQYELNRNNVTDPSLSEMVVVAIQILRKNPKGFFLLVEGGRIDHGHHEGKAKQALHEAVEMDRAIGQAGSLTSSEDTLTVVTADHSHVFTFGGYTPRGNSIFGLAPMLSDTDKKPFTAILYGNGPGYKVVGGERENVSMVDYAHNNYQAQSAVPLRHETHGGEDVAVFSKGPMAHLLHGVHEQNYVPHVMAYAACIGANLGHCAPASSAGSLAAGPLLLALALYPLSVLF
# PMI act: activators of human PMI, primary screen, biochemical, fluorescence intensity, near-Km mannose 6-phosphate; actives 0.005% (n = 190,000); purified human PMI, coupled resazurin fluorescence, 20 min; hits give high values; 1 = vehicle control, 0 substrate-free wells; activation factor at 20 µM; AID 1214, 2008;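 active = activation factor of 2 or more at 20 µM, relative to plate controls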
# bIAP activator: bovine intestinal alkaline phosphatase activators, primary screen, biochemical, bovine IAP, CDP-star luminescence. alkaline phosphatase, intestinal [Bos taurus]. actives 0.17% (n = 200,000). activation factor at 20 µM. purified bovine IAP, 30 min; hits give high values; fold of DMSO-control signal, blank-subtracted;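 active = activation factor of 2 or more at 20 µM, a signal rise over negative controls twice the positive control's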
# PMI act satM6P: human PMI activators, high substrate, primary screen, biochemical, fluorescence intensity, near-saturating mannose 6-phosphate | Mannose-6-phosphate isomerase (Homo sapiens), P34949 | coupled PMI enzyme assay, resazurin fluorescence, 20 min; hits give high values; 1 = untreated enzyme, 0 = substrate-free blank | activation factor at 20 µM | actives 0.34% (n = 190,000);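 active = activation factor of 2 or more at 20 µM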
#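 Test system: human phosphomannose isomerase with PGI, G6PDH, diaphorase coupling enzymes; Amount: PMI at 15 ng/mL final; Reagent: Mannose-6-phosphate 1.0 mM (near-saturating) plus 0.22 mM NADP+; Timing: 20 min, room temperature; Technique: resorufin fluorescence at Ex 544/Em 590 nm; Dosing: 20 µM single dose.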
# TNAP inh noacc: human TNAP enzyme inhibitors, primary screen, biochemical, luminescent, no phosphate acceptor, uHTS. actives 0.26% (n = 200,000). purified TNAP, CDP-star luminescence, 30 min. AID 1012, 2008. inhibition, % at 20 µM. Alkaline phosphatase, tissue-nonspecific isozyme (Homo sapiens), P05186;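 active = tissue-nonspecific alkaline phosphatase inhibition above about 50% at 20 µM in the single-dose screen, limit read from the data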;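 also: 0% = DMSO negative control and 100% = EDTA positive control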
# TNAP act hi DEA: TNAP activators at high phosphate acceptor level, primary screen, biochemical, luminescence, uHTS | Alkaline phosphatase, tissue-nonspecific isozyme (Homo sapiens), P05186 | purified TNAP, CDP-star luminescence, 1 M DEA, 30 min; hits give high values; 0 = EDTA background, 1 = DMSO-only activity | activation factor at 20 µM | 200,000 tested, under 10 active | AID 1136, 2008;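 active = activation factor at least 2 at 20 µM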
#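 Assay system: human TNAP; Input: enzyme diluted 1/800 final; Reagent: CDP-star luminogenic substrate at 100 µM final; Timing: 30 min, room temperature; Signal: luminescence; Evaluation: TNAP activation factor scaled between EDTA and DMSO control wells.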
# FLuc stim CS: FLuc activators, initial screening, artefact control for FLuc-dependent activation tests, biochemical, ATPlite luminescence; Luciferin 4-monooxygenase (Photinus pyralis), P08659; ATPlite luciferase biochemical, 10 min; 0 = ATP-free wells, 1 = DMSO control; activation factor at 10 µM; 200,000 tested, under 10 active; AID 1027, 2008;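 active = luciferase activation factor, scaled between plate controls, of at least 2 with compound at 10 µM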
#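 System: Luciferase/luciferin detection reagent, cell-free biochemical luciferase assay | Medium: PBS buffer for ATP | Dosing: Test compounds dosed from 2 mM stocks in 100% DMSO | Timing: 10 min at ambient temperature | Signal: Luminescence measurement of luciferase light output | Evaluation: Luciferase activation, seen as luminescence increase over controls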
# An asterisk follows results filed as active; x = not tested or not shown. This is a subset. The share of hits here may be higher or lower than overall.
# A first look:
SMILES,FLuc inh counter,NF-kB expr up,APP 5'UTR act,TNAP inh hiacc,PMI act,bIAP activator,PMI act satM6P,TNAP inh noacc,TNAP act hi DEA,FLuc stim CS
CCOC(=O)/C(=N\Nc1ccccc1)N1CC1,-1,0.9,-7,2,1.3,0.9,1.2,-8,1,1
O=c1cccc2n1CC1CC2CN(C(c2cccc(F)c2)c2sc3ncnn3c2O)C1 (stereo not given),-9,0.99,4,-2,0.9,0.9,1,2,1,1.1
Cc1cccc(CN2CCN(c3ccc(Cl)cc3)CC2)c1,-7,0.87,29,-3,1.1,0.9,1.1,-2,1,1.1

# Results, repeating the preview:
SMILES,FLuc inh counter,NF-kB expr up,APP 5'UTR act,TNAP inh hiacc,PMI act,bIAP activator,PMI act satM6P,TNAP inh noacc,TNAP act hi DEA,FLuc stim CS
CCOC(=O)/C(=N\Nc1ccccc1)N1CC1,-1,0.9,-7,2,1.3,0.9,1.2,-8,1,1
O=c1cccc2n1CC1CC2CN(C(c2cccc(F)c2)c2sc3ncnn3c2O)C1 (stereo not given),-9,0.99,4,-2,0.9,0.9,1,2,1,1.1
Cc1cccc(CN2CCN(c3ccc(Cl)cc3)CC2)c1,-7,0.87,29,-3,1.1,0.9,1.1,-2,1,1.1
O=C(NC1CONC1=O)OCC(Cl)(Cl)Cl (stereo not given),-8,1.1,-7,-6,1.1,0.9,1.1,-8,1.1,1.1
COc1cccc(C2=NOC(C(=O)N3CCC4(CC3)OCCO4)C2)c1 (stereo not given),14,2.2,37,1,1,1.1,1,-6,1,0.9
COc1ccccc1-n1c(O)c(C=NCCN2CCNCC2)c(=O)[nH]c1=O,0,1.3,18,4,0.9,1.1,0.8,-4,1,1
COc1ccc(-n2c(O)c(C(C)=NCc3ccco3)c(=O)[nH]c2=O)cc1,-2,1.2,-1,-5,0.9,1,0.9,-11,1.1,1
COc1cccc(C(=O)C2CCCN(Cc3cccc(C)n3)C2)c1 (stereo not given),-3,1,-19,-2,0.9,1,0.9,-3,1,1
O=C1CN=C(c2ccccc2F)c2cc(Cl)ccc2N1,0,1.2,10,2,1,0.9,1.1,-4,1,1
O=c1[nH]c(O)c(N=Nc2ccc3c(c2)OCCO3)c(=O)[nH]1,69*,1.1,34,13,1,1,1,11,0.9,0.3
Cc1cc(NC(=O)COC(=O)c2c(C)nn(Cc3ccccc3)c2Cl)no1,-1,1,13,1,0.8,0.9,0.8,-3,1,1
CC(Cc1ccccc1)NC(=O)Cc1ccc(N(C)C)cc1 (stereo not given),-5,1.2,4,-3,1,0.8,1,14,1,1
CC(C)CCP(=O)(O)c1ccccc1,3,1.4,x,1,1,1,1.1,-5,1,1
CCC12CN3CCN(CC(C3)/C1=N/NC(=O)c1ccncc1)C2,-2,1.1,4,-2,1,1,1,-8,1,1
CCC(=O)O[C@@H]1[C@@H](OC(C)=O)[C@@]2(O)C(C[C@H](O)C2(C)C)[C@](C)(O)[C@H]2CC[C@@H]3[C@@H](O)[C@]12C[C@@]3(C)O (stereo not given in full),-7,1.1,-8,-6,1.2,0.9,1.1,-6,1.1,1.1
Cc1nn(Cc2ccccc2)c(Cl)c1C(=O)NC1CCCc2ccccc21 (stereo not given),-1,0.89,11,-2,0.8,0.9,0.9,-11,1,1
CC(=O)N1CC(=O)Nc2ccc(Cl)cc2C1c1ccc(F)cc1 (stereo not given),-6,1.2,-9,-4,1,0.9,1,-16,1,1.1
CN1CCN(S(=O)(=O)c2cnc(Cl)c(Br)c2)CC1,-3,1.4,3,4,0.8,0.9,0.9,-7,1,1
CC1=NOC2(C)Nc3ncnn3C(c3ccccc3)C12 (stereo not given),7,0.99,-8,15,1.1,0.9,1.1,0,0.9,0.9
CCc1ccc(N2C(=O)NC(=O)/C(=C/c3cccn3CCOc3ccc(C(C)CC)cc3)C2=O)cc1 (stereo not given),1,0.94,78,10,1,0.7,1,-23,0.9,1
Nc1cncc(C(=O)O)c1,0,1.1,4,-3,1.3,1,1,-9,1,1
CC(C(=O)N1CCC2(CC1)OCCO2)C1Sc2ccccc2NC1=O (stereo not given),-5,1,x,-5,1,1,0.9,-7,1,1.1
Cc1cc(OCC(=O)Nc2c(C)n(C)n(-c3ccccc3)c2=O)c2c3c(c(=O)oc2c1)CCC3,-5,x,x,-6,1,0.9,0.9,-14,1.1,1.1
CCN1CCN(Cc2cc(C(C)(C)C)c(O)c(C(C)(C)C)c2)CC1,0,1.2,x,0,0.8,1,0.9,-4,1,1
COC(=O)c1c(C)[nH]c(C(=O)C(Cc2ccccc2)N(C)C)c1C (stereo not given),-1,0.98,11,-4,1,1.1,1.1,-6,1,1

# Another view of four compounds above.
CCc1ccc(N2C(=O)NC(=O)/C(=C/c3cccn3CCOc3ccc(C(C)CC)cc3)C2=O)cc1 (stereo not given)
  FLuc inh counter = 1
  NF-kB expr up = 0.94
  APP 5'UTR act = 78
  TNAP inh hiacc = 10
  PMI act = 1
  bIAP activator = 0.7
  PMI act satM6P = 1
  TNAP inh noacc = -23
  TNAP act hi DEA = 0.9
  FLuc stim CS = 1
Nc1cncc(C(=O)O)c1
  FLuc inh counter = 0
  NF-kB expr up = 1.1
  APP 5'UTR act = 4
  TNAP inh hiacc = -3
  PMI act = 1.3
  bIAP activator = 1
  PMI act satM6P = 1
  TNAP inh noacc = -9
  TNAP act hi DEA = 1
  FLuc stim CS = 1
CC(C(=O)N1CCC2(CC1)OCCO2)C1Sc2ccccc2NC1=O (stereo not given)
  FLuc inh counter = -5
  NF-kB expr up = 1
  APP 5'UTR act = x
  TNAP inh hiacc = -5
  PMI act = 1
  bIAP activator = 1
  PMI act satM6P = 0.9
  TNAP inh noacc = -7
  TNAP act hi DEA = 1
  FLuc stim CS = 1.1
Cc1cc(OCC(=O)Nc2c(C)n(C)n(-c3ccccc3)c2=O)c2c3c(c(=O)oc2c1)CCC3
  FLuc inh counter = -5
  NF-kB expr up = x
  APP 5'UTR act = x
  TNAP inh hiacc = -6
  PMI act = 1
  bIAP activator = 0.9
  PMI act satM6P = 0.9
  TNAP inh noacc = -14
  TNAP act hi DEA = 1.1
  FLuc stim CS = 1.1

# The main list resumes, repeating the 2 entries before the break.
SMILES,FLuc inh counter,NF-kB expr up,APP 5'UTR act,TNAP inh hiacc,PMI act,bIAP activator,PMI act satM6P,TNAP inh noacc,TNAP act hi DEA,FLuc stim CS
CCN1CCN(Cc2cc(C(C)(C)C)c(O)c(C(C)(C)C)c2)CC1,0,1.2,x,0,0.8,1,0.9,-4,1,1
COC(=O)c1c(C)[nH]c(C(=O)C(Cc2ccccc2)N(C)C)c1C (stereo not given),-1,0.98,11,-4,1,1.1,1.1,-6,1,1
Fc1ccc(CCNCc2ccc(Cl)c(Cl)c2)cc1,-7,1,8,-3,1,0.8,1,-12,1,1.1
Cc1cccc(CN2CCCC(C(=O)c3ccc4c(c3)OCO4)C2)n1 (stereo not given),1,0.86,14,-2,1,1.1,1,-4,1,1
CC(C)(C)N(NC(=O)c1ccccc1)C(=O)c1ccccc1,-6,1.1,-3,-5,1,1,1,-12,1.1,1.1
O=c1[nH]c(=S)n(Cc2ccc(F)cc2)c(O)c1C=NCC1CCCO1 (stereo not given),-4,1.3,-14,-4,0.9,1,0.9,-5,1,1
Cc1cc(OC(=O)CCCNC(=O)OC(C)(C)C)c2c3c(c(=O)oc2c1)CCC3,-12,0.97,6,-8,1,1,1,8,1.1,1.1
CCOC(=O)C1=C(NC(=S)NC(=O)c2ccccc2)c2ccccc2CC12CCCC2,-9,0.44,-3,0,0.7,0.9,0.9,-7,1,1.1
CC(=NCc1ccc2c(c1)OCO2)c1c(O)n(C)c(=O)n(C)c1=O,-4,0.62,1,-5,0.9,1,1,-16,1,1
CCCC1C(C#N)=C(N)Oc2c1c(=O)oc1ccccc21 (stereo not given),-5,1.4,13,5,1.2,1,1.2,-4,0.9,1
CCC(=NCC1CCCO1)c1c(O)n(-c2ccc(Cl)cc2)c(=O)[nH]c1=O (stereo not given),-8,1,7,-6,1.1,0.8,1,0,1.1,1.1
CN(C)C(Cc1ccccc1)C(=O)c1cccs1 (stereo not given),-1,0.93,3,1,1.1,1,1,0,1,1
CCCC(C)C1(CC)C(=O)NC(=Nc2ccc(F)cc2)NC1=O (stereo not given),-9,0.89,-5,-4,0.9,0.9,1,11,1,1.1
Cc1ccccc1Cc1c(C)nc2nc(SCC(=O)N3CCC4(CC3)OCCO4)nn2c1C,-6,1.2,15,-10,1,1,1,-14,1.1,1.1
Cc1ccc2c(c1)CC1(CN2C)C(=O)NC(=O)N(CCC2=CCCCC2)C1=O (stereo not given),-2,1.1,10,-6,1.6,1.1,2.1*,-5,1.1,1
COc1cc(CC2(CCc3ccncc3)C(=O)NC(=O)NC2=O)cc(OC)c1OC,-3,1,-8,-4,0.9,1.1,0.9,-8,1,1
Cc1ccc(CN2C3CCCC2CC(NC(=O)Nc2cccc(F)c2)C3)cc1 (stereo not given),-6,1.1,-13,-21,1,6.7*,1,-123,1.2,1.1
CCc1cc2c(s1)NC(=O)CN=C2c1cccs1,-2,1.3,-13,1,1,1,1,-4,1,1
Cc1ccc(-c2nc3ccccc3c(=O)n2-c2ncccc2C)cc1,-8,1.4,-20,-4,0.9,1,0.9,-7,1,1.1
CCOC(=O)Cn1cc([N+](=O)[O-])nc1[N+](=O)[O-],-2,1.7,-21,1,0.9,1,0.6,-7,1,1
Cc1ccc(N2C(=O)NC(=O)/C(=C/c3ccc(-c4ccc(C(=O)O)c(Cl)c4)o3)C2=O)cc1,4,1,-5,5,1.1,0.8,1.2,0,1,1
CCCCCCC(=O)c1c(O)n(-c2ccccc2OC)c(=O)[nH]c1=O,-3,1.1,-1,-1,1.1,0.9,1.1,-3,1,1
COC(=O)N(C)c1ccc(C(O)(C(=O)OC)C(F)(F)F)cc1 (stereo not given),-5,1.2,-3,-2,0.9,1,0.9,-5,1,1
CN1CCN(Cc2cn3cccnc3n2)CC1,-6,1.1,-8,-4,1.1,1,1.1,-10,1,1.1
CN1C(=O)C(=Cc2ccc(N3CCOCC3)c([N+](=O)[O-])c2)C(=O)N(C)C1=O,-9,0.96,6,5,1.3,0.8,1.3,3,1,1.1
CCOP(=O)(OCC)C(CC)N1CCOCC1 (stereo not given),-6,1.8,3,-6,1.1,0.9,1.1,3,1.1,1.1
CC[N+](C)(CC)CCCOC(=O)C(O)(c1ccccc1)C1CCCCC1 (stereo not given),-3,0.98,-9,3,0.9,1,1,-5,1,1
Cc1ccc(OP(=O)(NCc2ccccc2)Oc2ccc(C)cc2)cc1,-6,0.89,3,-4,0.8,0.9,0.8,-5,1,1.1

# Compound activity: PubChem, several laboratories
